Source: PubChem BioAssay (National Center for Advancing Translational Sciences (NCATS))
MmCpn inh: inhibitors of Methanococcus maripaludis chaperonin (MmCpn). purified Mm-Cpn ATPase, ADP Transcreener TR-FRET. Potency, µM (series often up to 76.9 µM), inactives show at the highest dose activity, negative = inhibition, hits mostly inhibitors. hit rate 0.031% among 330,000; note: potency is the fitted concentration of half-maximal effect; % is set by controls: 0 for no effect and ±100 for the full control effect; nearly all actives have a fitted effect of over 80% in size
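Measured: ADP formation by purified Mm-CPN. Conditions: 25 nM protein, 10 uM ATP, Tris pH 7.4 with Mg2+, K+ and DTT, 37°C for 30 min. Detection: Transcreener HTRF after 30 min at room temperature.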
GLP1R inv ag: GLP-1 receptor (human) inverse agonism. HEK293 GLP-1R CRE-luciferase, luminescence, 24 h; GLP-1R form is constitutively active. hit rate 1.6% among 410,000. Potency, µM (series often up to 38.3 µM), for the others: at the top dose activity change, negative = inhibition, hits mostly inhibitors; note: potency is the fitted concentration of half-maximal effect; % is set by controls: 0 for no effect and ±100 for the full control effect; nearly all actives have a fitted effect of over 55% in size
Target sequence (P43220 whole entry, looked up): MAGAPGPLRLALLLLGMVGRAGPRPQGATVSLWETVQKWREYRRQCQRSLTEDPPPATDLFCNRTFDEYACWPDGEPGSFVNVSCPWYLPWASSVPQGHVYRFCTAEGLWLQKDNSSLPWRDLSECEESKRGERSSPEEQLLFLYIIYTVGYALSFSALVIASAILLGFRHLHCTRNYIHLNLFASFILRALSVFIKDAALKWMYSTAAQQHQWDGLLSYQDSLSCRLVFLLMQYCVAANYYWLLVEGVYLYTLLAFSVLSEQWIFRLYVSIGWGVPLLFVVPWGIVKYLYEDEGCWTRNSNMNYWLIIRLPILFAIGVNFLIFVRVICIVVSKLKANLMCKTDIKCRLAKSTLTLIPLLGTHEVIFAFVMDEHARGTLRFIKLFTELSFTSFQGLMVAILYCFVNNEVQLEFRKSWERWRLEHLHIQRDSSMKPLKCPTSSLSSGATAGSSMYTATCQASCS
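Inverse agonism was detected as reduced cAMP-driven luciferase luminescence after 24 h compound treatment. The cells were HEK293 clones expressing constitutively active human GLP-1R with the reporter. Reporter-only and GPR119 cell lines served as counterscreen controls.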
TDP-43 yeast inh: inhibitors of TDP-43 toxicity in yeast. TDP-43 expressing yeast growth rescue, BacTiter-Glo, 24 h. Potency, µM (highest dose often 46.1 µM), without a hit: at the top dose growth rescue (activation), hits mostly activators. hit rate 1.8% among 410,000; note: potency is the fitted concentration of half-maximal effect; % of control where 0% means no effect; nearly all actives have a fitted effect of over 50% in size
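Yeast cells expressing TDP-43 under galactose induction are exposed to compounds for 24 hr at 30 deg C. BacTiter-Glo luminescence measures growth, so protective compounds score as activators.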
Abeta yeast res: restores growth of yeast expressing A-beta42 peptide | yeast expressing A-beta42, growth rescue, OD600, 48 h; response scale: 0% DMSO, 100% iron-clioquinol control | Potency, µM (doses to about 46.1 µM), for the others: at the highest dose growth rescue, most hits filed as activators | hit rate 0.063% among 410,000 | AID 1347071; note: potency is the fitted concentration of half-maximal effect; nearly all actives have a fitted effect of over 55% in size
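Growth rescue measured by 600 nm absorbance after 48 h yeast culture at 30 C with compound. Values normalized between DMSO and an equimolar ferric chloride plus clioquinol control.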
FUS yeast rescue: rescues growth of FUS-expressing yeast. Potency, µM (highest dose often 76.6 µM), inactives show at the top dose growth rescue (activation), hits mostly activators. hit rate 0.24% among 390,000. S. cerevisiae FUS-expressing, growth rescue, OD600, 24 h;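 note: potency is the fitted concentration of half-maximal effect; plate controls were DMSO vehicle for no effect and reference control for full effect; nearly all actives have a fitted effect of over 55% in size; some results filed as inactive show a strong effect at the top dose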
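Cultures pregrown in 2.5% raffinose medium are shifted to minimal medium containing 2% galactose to express toxic FUS. Compounds are tested at several concentrations. After 24hr at 30C, growth is quantified at 600 nm absorbance.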
Akt phos inh: blocks phosphorylation of Akt; AID 651550; hit rate 0.32% among 360,000; Neuro2A IGF-stimulated pAkt S473 HTRF, 20 min; hits give low values; activity change, % for hits at 50 µM; in the data active = activity change below about -80%; inconclusive = mostly about -51% to -80%; note: % is set by controls: 0 for no effect and ±100 for the full control effect
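Neuro2A cells in DMEM with 0.5% FBS, overnight at 37 deg C, given compound at single 50 µM final, then IGF (6 nM final) for 20 min at 37 deg C. Lysed; phospho-Akt Ser473 by HTRF after 24 h, 665/615 ratio.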
PTHR1 ag: activates the human parathyroid hormone receptor PTHR1. HEK293 GP2 PTHR1 cells, GloSensor cAMP luminescence, 1 h. Potency, µM (highest dose often 115 µM), without a hit: at the highest dose activation, usual class: activators. hit rate 0.075% among 410,000. AID 743266; note: potency is the fitted concentration of half-maximal effect; nearly all actives have a fitted effect of over 55% in size; some results filed as inactive show a strong effect at the top dose; inactives centre near -15; many of its hits are not listed in these tables
Target sequence (Q03431 whole entry, looked up): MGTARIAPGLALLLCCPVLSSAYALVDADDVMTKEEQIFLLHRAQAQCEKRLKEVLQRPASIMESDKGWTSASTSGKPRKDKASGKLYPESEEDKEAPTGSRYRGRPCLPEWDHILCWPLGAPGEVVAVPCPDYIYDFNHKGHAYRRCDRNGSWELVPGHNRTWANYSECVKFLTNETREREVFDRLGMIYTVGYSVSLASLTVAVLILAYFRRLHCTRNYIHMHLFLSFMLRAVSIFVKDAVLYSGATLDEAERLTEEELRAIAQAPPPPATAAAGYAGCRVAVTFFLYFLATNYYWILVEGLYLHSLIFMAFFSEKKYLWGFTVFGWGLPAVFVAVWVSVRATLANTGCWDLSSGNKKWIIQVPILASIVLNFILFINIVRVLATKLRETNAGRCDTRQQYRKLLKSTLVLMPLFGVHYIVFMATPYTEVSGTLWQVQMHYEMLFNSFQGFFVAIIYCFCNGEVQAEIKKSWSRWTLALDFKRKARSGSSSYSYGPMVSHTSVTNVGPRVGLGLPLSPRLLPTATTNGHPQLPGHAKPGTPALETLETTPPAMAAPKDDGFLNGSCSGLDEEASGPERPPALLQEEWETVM
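HEK-293-derived GP2 cells expressing PTHR1 and a GloSensor cAMP reporter, 3,000/well, plated overnight, given luciferin plus IBMX (each 0.5 mM as added) for 1 h at 37 °C, then compound for 1 h at 37 °C. Luminescence was read after 15 min at room temperature.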
aSyn rescue: rescues yeast growth from alpha-synuclein toxicity | AID 652106 | Yeast expressing alpha-synuclein, growth rescue, BacTiter-Glo, 24 h | Potency, µM (doses to about 46.1 µM), without a hit: at the highest dose growth rescue (activation), usual class: activators | hit rate 0.14% among 370,000; note: potency is the fitted concentration of half-maximal effect; % of control where 0% means no effect; nearly all actives have a fitted effect of over 65% in size
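Rescue of yeast growth: cells expressing toxic alpha-synuclein, induced in galactose at OD600 0.02, incubated with compound 24 h at 30 C. ATP luminescence quantified growth; inhibitors of toxicity appear as activators.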
HEK293 tox: cytotoxic in the GLP-1 receptor inverse agonist counter-screen; HEK293 cAMP-luciferase reporter cells, luminescence, 24 h; Potency, µM (highest dose often 38.3 µM), without a hit: top-dose activity change, negative = inhibition, actives largely listed as inhibitors; hit rate 0.13% among 410,000; AID 624418;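 note: loss of luciferase light is scored as toxicity; potency is the fitted concentration of half-maximal effect; % is set by controls: 0 for no effect and ±100 for the full control effect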
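To flag toxic compounds, the library was rerun on cells for 24 hr at 37 deg C and 5% CO2. Viability-linked luminescence was captured 12 min after adding luciferase detection reagent.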
Numbers without * were called inactive; i = inactive; ? = inconclusive; nt = no result given; & = joins results of further samples; [ ] = dose if it differs, or a comment. Unless noted, calls come from the whole dose curve; as a rule, active = well fitted curve in the direction sought with a large enough effect; inconclusive = small, poorly fitted or top-dose-only effect, or another doubt; inactive = no such curve, though single readings can be large; an effect the other way counts as inactive or inconclusive. Some of the compounds tested; count on the stated rates, not on these rows.

SMILES | MmCpn inh | GLP1R inv ag | TDP-43 yeast inh | Abeta yeast res | FUS yeast rescue | Akt phos inh | PTHR1 ag | aSyn rescue | HEK293 tox
CC(C)(C)c1ccc(-c2nc(N)nc(N)n2)cc1 | 0% | 20% | -5% | -14% | 5% | i | -3% | 0% | -6%
COc1ccccc1C1CC(c2ccco2)=NN1c1ccccc1 (configuration not stated) | -7% | 10µM* | 12% | 2% | nt | i | -9% | -4% | 170%[activator]
COc1cccc(NC(=O)CCN2CCC(C(N)=O)CC2)c1 | 2% | 0% | 12% | 11% | 26% | i | i | -2% | -6%
O=C(COc1cccc(C(F)(F)F)c1)Nc1ccc(S(=O)(=O)N2CCCCC2)cc1 | 0% | ? | -2% | 12% | 39% | i | -33%[inhibitor] | 10% | -9%
Cc1cc2c(cc1S(=O)(=O)CCC(=O)Nc1cccc(C(F)(F)F)c1)OCC(=O)N2 | -2% | 1% | -1% | 7% | -16% | i | -11% | -2% | 2%
CCCN1C(=O)/C(=C/c2c(N3CCNC(=O)C3CC(=O)OCC)nc3c(C)cccn3c2=O)SC1=S (configuration not stated) | 1% | -2% | -3% | -3% | 29% | i | -21% | -3% | -3%
O=C(OCc1cn([C@@H]2C[C@H](c3ccc(Cl)cc3)N(CC3CCCCC3)C[C@H]2O)nn1)c1ccccc1 | nt | -5% | 12% | 2% | -20% | i | -6% | 0% | 2%
Cc1ccc(N2CC(C(=O)OCC(=O)Nc3ccc(F)cc3F)CC2=O)cc1 (configuration not stated) | -1% | 3% | 18% | 10% | -13% | i | -14% | -1% | -7%
COc1ccccc1CNC(=O)CN(C)Cc1ccc(SC)cc1 | -1% | ? | -8% | -3% | 1% | i | i | 0% | 12%
CCOC(=O)C1CCN(CC(=O)Nc2cc(S(=O)(=O)N3CCOCC3)ccc2C)CC1 | -2% | 10% | -14% | -4% | 2% | i | i | 4% | 1%
OC(c1ccc(Cl)c(Cl)c1)c1ncc(-c2ccccc2Cl)[nH]1 (configuration not stated) | nt | ? | 19% | ? | -11% | i | i | ? | 4%
O=C(NNC(=S)Nc1ccccc1Cl)c1ccccc1Br | -1% | -24% | 4% | 14% | -2% | i | -14% | -1% | -8%

Four compounds from above, reduced to aSyn rescue.
smiles,aSyn rescue
COc1cccc(NC(=O)CCN2CCC(C(N)=O)CC2)c1,-2%
O=C(COc1cccc(C(F)(F)F)c1)Nc1ccc(S(=O)(=O)N2CCCCC2)cc1,10%
Cc1cc2c(cc1S(=O)(=O)CCC(=O)Nc1cccc(C(F)(F)F)c1)OCC(=O)N2,-2%
CCCN1C(=O)/C(=C/c2c(N3CCNC(=O)C3CC(=O)OCC)nc3c(C)cccn3c2=O)SC1=S (configuration not stated),-3%

Next part:
SMILES | MmCpn inh | GLP1R inv ag | TDP-43 yeast inh | Abeta yeast res | FUS yeast rescue | Akt phos inh | PTHR1 ag | aSyn rescue | HEK293 tox
C=CCN1C(=O)C2C(C(=O)NC)C3C=CC2(O3)C1C(=O)NCc1ccc(OC)cc1 (configuration not stated) | 0% | 0% | 3% | 18% | -13% | i | i | 3% | -10%
CCOc1ccc(OCC)c(NC(=O)c2cc(C)nc3c2c(C)nn3-c2cccc(Cl)c2C)c1 | nt | 7% | 20%[9.22 µM] | 5% | -18% | nt | i | nt | 4%
Cc1cc(C)cc(C(=O)Nc2ccc(N3CCN(S(C)(=O)=O)CC3)cc2)c1 | 0% | -3% | -12% | -5% | 10% | i | 12% | -2% | 1%
CCCC(=O)N1CCN(c2ccc(NC(=O)C(C)(C)C)cc2Cl)CC1 | 1% | ? | 13% | 3% | 7% | i | i | 1% | -18%
Cc1ccc(-c2nnc(SCC(=O)N3CCc4ccccc43)o2)cc1 | nt | 6% | 17% | 14% | -1% | nt | i | nt | 1%
Brc1cccc(CN2CCCCCCC2)c1 | 0% | 0% | -28% | 1% | 28% | i | i | 15% | -6%
Nc1nnnn1/N=C/c1ccc(Br)cc1 | 2% | 5% | -2% | ? | 11% | i | i | 2% | 1%
S=C(NC1CCCC1)N1CCN(c2cccc(Cl)c2)CC1 | 2% | ? | 25% | 30% | -12% | i | -14% | 1% | -23%
O=C(CNC(=O)Cc1ccccc1)NCC(=O)OCC(=O)c1cccc2ccccc12 | -1% | 2% | -4% | 18% | 28% | i | i | -1%&-2% | -17%
COC(=O)[C@H]1C[C@@H]1[C@H](NC(=O)OCc1ccccc1)c1ccccc1 | 1% | 1% | 0% | 0% | 2% | i | 0% | 2% | -22%
CCCOC(=O)c1ccc(OCC(O)Cn2c(C)nc3ccccc32)cc1 (configuration not stated) | -1% | -25% | 19% | 6% | -16% | i | -47%[inhibitor] | 1% | 3%
O=C1CCC[C@@H]2Cc3nc4ccc(O)cc4cc3[C@@H]3CCN1[C@H]23 | nt | 8% | 15% | 8% | 6% | i | i | 4% | -6%
Nc1cc([N+](=O)[O-])cc2oc(-c3ccccc3)cc12 | 0% | 9% | 35µM* | -31%[inhibitor] | -6% | i | -6% | 11% | 7%
O=c1cc(-c2ccccc2)n(S(=O)(=O)c2ccccc2)o1 | 1% | 0% | ? | -17% | 37% | i | i | ? | 15%
CC1CC(C)CN(Cc2nc3c(c(=O)n(C)c(=O)n3C)n2CCN2CCOCC2)C1 (configuration not stated) | 1% | -15% | -16% | 10% | -3% | i | -20%[57.5 µM] | 4% | -10%
Cc1nc2c(C(=O)NCc3ccccc3)cnn2c(C)c1Cc1ccc(F)cc1 | nt | -1% | ? | 19% | -7% | nt | -67%[inhibitor] | nt | 20%
Cc1ccc(NC(=O)c2ncn(-c3ccccc3)n2)c(Cl)c1 | nt | 14% | 21% | 3% | -26% | nt | i | nt | 7%
Cc1ccc(CNC(=O)CCCN2C(=O)COc3ccc(C)cc32)cc1 | nt | -12% | 29% | 5% | -12% | nt | -12% | nt | -3%
COc1ccc(OC)c(/C(O)=C/C(=O)C(=O)Nc2ccccc2OC)c1 | -1% | 2% | ? | 22% | 19% | i | -4%[57.5 µM] | 2% | -4%
CCOC(=O)Nc1cccc(C(=O)O)c1 | -1% | 2% | -6% | 3% | -21% | i | 18%[57.5 µM] | 0% | 0%
O=C(Nc1cn(-c2ccccc2)nc1-c1ccccc1)c1ccccc1 | 0% | ? | 10% | -19% | 24% | i | -9% | -8% | 16%
O=C(O)c1ccc(-c2ccc(O)c(F)c2)cc1 | 1% | -21% | 16µM* | -17% | 5% | i | -12% | 12% | -5%
CCOC(=O)c1[nH]c2ccc(OC)cc2c1NC(=S)N1CCN(c2cccc(Cl)c2)CC1 | ? | -10% | 4% | 14% | 12% | i | -53%[inhibitor] | 4% | -14%
Cc1cc(C(=O)OCC(=O)N(CC(C)C)c2c(N)n(Cc3ccccc3)c(=O)[nH]c2=O)c(C)o1 | -4% | -18% | 17% | 1% | 25% | i | -32%[inhibitor] | 8% | -7%

An excerpt from above in order of SMILES length, lowest first:
SMILES | MmCpn inh | GLP1R inv ag | TDP-43 yeast inh | Abeta yeast res | FUS yeast rescue | Akt phos inh | PTHR1 ag | aSyn rescue | HEK293 tox
O=c1cc(-c2ccccc2)n(S(=O)(=O)c2ccccc2)o1 | 1% | 0% | ? | -17% | 37% | i | i | ? | 15%
Cc1nc2c(C(=O)NCc3ccccc3)cnn2c(C)c1Cc1ccc(F)cc1 | nt | -1% | ? | 19% | -7% | nt | -67%[inhibitor] | nt | 20%
CC1CC(C)CN(Cc2nc3c(c(=O)n(C)c(=O)n3C)n2CCN2CCOCC2)C1 (configuration not stated) | 1% | -15% | -16% | 10% | -3% | i | -20%[57.5 µM] | 4% | -10%

(cont.)
SMILES | MmCpn inh | GLP1R inv ag | TDP-43 yeast inh | Abeta yeast res | FUS yeast rescue | Akt phos inh | PTHR1 ag | aSyn rescue | HEK293 tox
O=C1NC(Cc2ccc(O)cc2)c2nc3ccc(Cl)cc3c(=O)n2-c2cc3ccccc3cc21 (configuration not stated) | nt | ? | 25% | -6% | ? | i | -42% | 0% | -34%
COc1cc(O)oc1C=Nc1ccc(Cl)cc1Cl | -1% | -9% | 8% | 1% | 6% | i | -27%[57.5 µM] | 8% | 0%
Cc1nn(Cc2cccc(C(N)=O)c2)c(C)c1Br | -1% | -4% | -11% | 13% | 15% | i | -32%[inhibitor] | 6% | -10%
CCCCCCn1c(CN2CCN(C(=O)c3ccco3)CC2)nc2c1c(=O)n(C)c(=O)n2C | 3% | -3% | 8% | 1% | ? | i | -10% | 1% | 1%
CSc1cnc2c(N)nc(N(C)C)nc2n1 | 0% | 23% | 13% | -9% | nt | i | i | 0% | 47%[activator]
CCOC(=O)c1ccc(-c2c(-c3ccc4c(c3)OCO4)noc2C)cc1F | -3% | -32% | 15% | 9% | 21% | i | -26% | -26% | 1%
Cc1c[nH]c2ccccc12 | 1% | -7% | 21% | 10% | -10% | i | -30%[inhibitor] | -9% | 0%
CCC(C)c1ccc(S(=O)(=O)N2CCN(C(C)CC(=O)O)CC2)cc1 (configuration not stated) | 3% | 23%[7.66 µM] | -14% | 0% | 5% | i | i | -2% | -10%[7.66 µM]
Cc1cc(C)cc(OCC(=O)Nc2cccc(S(=O)(=O)NC3=NCCC3)c2)c1 | 0% | ? | 8% | 18% | 11% | i | -18% | -6% | -11%
O=C(NC1(C(F)(F)F)NC(=O)N(Cc2cccnc2)C1=O)c1ccccc1 (configuration not stated) | -2% | 2% | 6% | 8% | 5% | i | i | -6% | 3%
CCOc1ccc(C(=O)Nc2cccc(-c3ccc(N4CCOCC4)nn3)c2)cc1OCC | -1% | -5% | 0% | 22% | 25% | i | -56%[inhibitor] | -6% | 3%
